Assay outcomes deposited in PubChem by National Center for Advancing Translational Sciences (NCATS).
WRN inhibitor: WRN helicase (human) inhibition | WRN helicase unwinding, fluorescent forked duplex, kinetic | Q14191 | 0.46% of 360,000 active | Potency, µM (series often up to 114 µM), for inactives: top-dose activity change, negative = inhibition, usual class: inhibitors | AID 651768; further: potency means the concentration at half of the fitted maximal effect; on the % scale 0 is the no-effect control and ±100 the full control effect; nearly all actives have a fitted effect of over 55% in size
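Fluorescence dequenching readout, ex 525 nm/em 598 nm, kinetic mode: forked duplex DNA (100 nM final) with adjacent fluorophore and quencher unwound by WRN (20 nM final) with 2 mM ATP. Compound preincubation 15 min, room temperature.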
GLP-1R agonist: agonists of human GLP-1 receptor | P43220 | HEK293 GLP-1R CRE-luciferase, luminescence, 4-6 h; cells express a hypersensitive GLP-1R form | Potency, µM (top dose mostly 45.6 µM), for the others: at the highest dose activation, hits mostly activators | 0.007% of 380,000 active | AID 624172; further: potency means the concentration at half of the fitted maximal effect; % of control where 0% means no effect
GLP1R cytotox: cytotoxicity in counter-screen for GLP-1R inverse agonists; AID 624418; HEK293 cAMP-luciferase reporter cells, luminescence, 24 h; Potency, µM (doses to about 38.3 µM), inactives show top-dose activity change, negative = inhibition, most hits filed as inhibitors; 0.13% of 410,000 active;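 further: loss of luciferase light is scored as toxicity; potency means the concentration at half of the fitted maximal effect; on the % scale 0 is the no-effect control and ±100 the full control effect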
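A 23 nL compound transfer followed 12 hours of cell culture at 37 deg C; exposure then lasted 24 hr. Luciferase assay detection reagent was dispensed and plates read for luminescence after a 12 min room-temperature wait.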
D3 ag: D3 dopamine receptor (human) agonism. P35462. D3R DiscoveRx beta-arrestin cells, luminescence, 90 min. max activation, %. 0.58% of 410,000 active. AID 652048; in the data active means max activation above about 30%; further: 0% is about no effect; mostly tested at two doses, the higher about 12 µM
Target sequence (P35462 whole entry, looked up): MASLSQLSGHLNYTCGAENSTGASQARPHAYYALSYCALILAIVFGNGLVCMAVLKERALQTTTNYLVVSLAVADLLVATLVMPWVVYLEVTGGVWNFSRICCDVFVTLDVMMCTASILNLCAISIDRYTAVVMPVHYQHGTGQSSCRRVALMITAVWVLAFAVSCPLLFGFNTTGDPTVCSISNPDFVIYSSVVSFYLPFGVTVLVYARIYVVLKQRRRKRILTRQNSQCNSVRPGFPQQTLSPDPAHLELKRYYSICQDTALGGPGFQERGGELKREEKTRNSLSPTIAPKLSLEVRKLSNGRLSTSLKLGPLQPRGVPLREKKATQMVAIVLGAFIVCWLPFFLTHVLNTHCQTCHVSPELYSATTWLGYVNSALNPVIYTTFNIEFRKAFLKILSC
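Agonist mode: compounds and dopamine controls were applied to plated cells for 90 min at 37 degrees C after an overnight attachment at 1500 cells/well. Luminescent read-out followed 30 - 60 minutes at room temperature with DiscoveRx detection reagent.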
PLK1 PBD inh: inhibitors of human PLK1 polo-box domain binding; P53350; Plk1 PBD binding of FITC phosphopeptide, fluorescence polarization; Potency, µM, inactives show max response, negative = inhibition, actives largely listed as inhibitors; 2.8% of 360,000 active; AID 720504; further: potency means the concentration at half of the fitted maximal effect; series mostly up to about 57 µM; on the % scale 0 is the no-effect control and ±100 the full control effect; nearly all actives have a fitted effect of over 65% in size
Target sequence (P53350 whole entry, looked up, the tested form may be a part): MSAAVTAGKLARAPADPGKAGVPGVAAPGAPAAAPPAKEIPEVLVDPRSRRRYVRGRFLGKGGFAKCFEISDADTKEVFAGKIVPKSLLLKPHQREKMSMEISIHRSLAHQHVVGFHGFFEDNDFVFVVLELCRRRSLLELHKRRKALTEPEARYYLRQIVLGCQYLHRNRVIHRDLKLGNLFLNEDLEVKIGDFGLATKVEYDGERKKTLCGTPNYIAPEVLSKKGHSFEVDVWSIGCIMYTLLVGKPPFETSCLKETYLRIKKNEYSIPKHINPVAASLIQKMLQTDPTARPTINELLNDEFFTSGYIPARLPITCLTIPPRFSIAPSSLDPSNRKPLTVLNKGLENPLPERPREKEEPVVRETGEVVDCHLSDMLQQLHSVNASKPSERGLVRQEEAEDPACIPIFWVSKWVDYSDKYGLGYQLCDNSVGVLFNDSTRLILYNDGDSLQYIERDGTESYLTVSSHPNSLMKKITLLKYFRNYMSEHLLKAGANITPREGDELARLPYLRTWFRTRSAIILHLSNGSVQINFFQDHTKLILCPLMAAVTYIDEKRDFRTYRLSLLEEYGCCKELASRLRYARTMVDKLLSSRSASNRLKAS
D3 antag: D3 dopamine receptor (human) antagonism. P35462. D3R cells, DiscoveRx beta-arrestin luminescence, antagonist mode; active compounds read low. max response, negative = inhibition, %. 2.5% of 360,000 active; in the data active means max response below about -50%; inconclusive means no clear call, values can overlap the other calls; further: on the % scale 0 is the no-effect control and ±100 the full control effect; mostly tested at two doses, the higher about 12 µM
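Cells plated overnight at 1500 cells/well, then exposed to library compounds with dopamine controls for 90 minutes at 37 degrees C. DiscoveRx reagent added for 30–60 minutes at room temperature; luminescence read, quantitative HTS format.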
GLP1R inv ag: GLP-1 receptor (human) inverse agonism; HEK293 GLP-1R CRE-luciferase, luminescence, 24 h; GLP-1R form is constitutively active; Potency, µM (top dose mostly 38.3 µM), for inactives: at the highest dose activity change, negative = inhibition, usual class: inhibitors; 1.6% of 410,000 active; further: potency means the concentration at half of the fitted maximal effect; on the % scale 0 is the no-effect control and ±100 the full control effect; nearly all actives have a fitted effect of over 55% in size
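GLP-1R inverse agonism mode: basal reporter luminescence in engineered HEK293 cells measured after one day of compound exposure at 37 deg C, with a 12 min room-temperature detection step.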
IL2 activator: activates IL-2 in a cell-based reporter assay; IL-2 activation reporter assay, cell-based qHTS; stimulated with anti-CD3/CD4/CD28 beads; in transgenic mouse T cells; 0.065% of 360,000 active; activation, % (series mostly up to about 46 µM); in the data active means activation above about 50%; inconclusive means mostly about 30% to 49%; further: 0% is about no effect
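First, unstimulated transgenic mouse T cells were exposed to compound for 60 min. Next, anti-CD3/anti-CD4-coated beads with anti-CD28 were added. Finally, after 18 h at 37 degrees C, EGFP and DsRed were imaged.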
PI5P4Ka inh: blocks human PI5P4K alpha kinase activity; P48426; PI5P4Kalpha enzyme, ADP-Glo luminescence, 60 min; active compounds read low; max response, %; 1.2% of 330,000 active; active means max response of -50% or lower; inconclusive means between -30% and -50%; inactive means -30% or higher; further: value at the top dose of about 77 µM; on the % scale 0 is the no-effect control and ±100 the full control effect
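Single end-point luminescence (ADP-Glo) quantified ADP from PI5P4Kalpha turnover; ATP 5 microM final, 1 h at RT, 0.1% CHAPS and 0.28 mM EGTA in HEPES pH 7.4.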
An asterisk follows results filed as active; ? = inconclusive; . = no result given; & = joins results of further samples; [ ] = remark or other dose. Unless noted, the call rests on the fitted dose curve; in most records, active means well fitted curve in the direction sought with a large enough effect; inconclusive means small, poorly fitted or top-dose-only effect, or another doubt; inactive means no such curve, though single readings can be large; an effect the other way counts as inactive or inconclusive.

SMILES | WRN inhibitor | GLP-1R agonist | GLP1R cytotox | D3 ag | PLK1 PBD inh | D3 antag | GLP1R inv ag | IL2 activator | PI5P4Ka inh
CCCCCC(=O)N1C[C@@H](n2cc(C3CC3)nn2)[C@H](O)C[C@@H]1c1ccc(OC)cc1 | -7% | -6% | -19% | 1 | -3% | 5 | -9% | -0.8 | 0
CC1=CC(c2ccccc2)n2nc(N3C(=O)c4ccccc4C3=O)nc2N1 (stereo not given) | -14%[57.1 µM] | -10% | 4% | 5 | -16% | -15 | 4% | 1.1 | .
Cn1cc(C(=O)N/N=C/C(Br)=C/c2ccccc2)ccc1=O | 1% | 5% | 9% | 1 | -6% | 1 | 2% | -2.9 | -2
CC1=NNC(=O)c2ccccc2O1 | 7%[57.1 µM] | 2% | -3% | -17 | -13% | 0 | 2% | -0.1 | 3
O=C(Nc1ccc(Cl)cc1)c1cc2c(cc1O)[nH]c1ccccc12 | -4% | -1% | ? | 26 | -3% | 4 | ? | -3.7 | -1
COc1ccc([C@@H]2C[C@@H](c3ccccc3)Oc3cc(C)cc(C)c32)cc1 | -1% | -6% | 3% | -35 | 0% | 6 | ? | -0.2 | 17
O=C(CN(Cc1ccco1)C(=O)CNS(=O)(=O)c1ccc(Cl)cc1)NC1CCCCC1 | -30%[57.1 µM] | 8% | -12% | -10 | -11% | -14 | -9% | -3.2 | 4
O=C(Nc1cccc(-c2cn3cccnc3n2)c1)c1ccc2c(c1)OCO2 | -33% | -8% | 7% | -12 | -6% | 34 | 0% | -3.3 | .
CCOC(=O)/C(C#N)=C\C1=C(N2CCCC2)CC(C)(C)OC1 | -4% | 0% | ? | -5 | -1% | -25 | 8% | 1.1 | 1
CC(C)CN(CC(C)C)S(=O)(=O)N1CCC(C(=O)NCc2ccco2)CC1 | 4% | -4% | 7% | 0 | -12% | 3 | -13% | -0.4 | -4
CCN(CC(=O)NCc1ccc(F)cc1)C(=O)Cc1ccc(OC)cc1 | -3% | 3% | -2% | -22 | -9% | 5 | -13% | -0.6 | -9
Cc1nc(NC(=O)COC(=O)C2CC3CCCC(C2)C3=O)c(Cl)cc1Cl (stereo not given) | -4% | 1% | 7% | 2 | -12% | -2 | 10% | 1.1 | -9
C[C@H]1CN([C@@H](C)CO)C(=O)c2cc(-c3ccccc3F)cnc2O[C@@H]1CN(C)C(=O)NC1CCCCC1 | 2% | -2% | -14% | -5 | -11% | 6 | 13% | -2.4 | 2
O=C(O)c1cc2cccc(S(=O)(=O)N3CCCCC3)c2cc1O | -4% | 1% | 32%[activator] | 30* | -21% | 9 | 4% | 2.8 | -64*
COc1cc(OC)c(C(=O)OCC(=O)c2cc(C)n(CC3CCCO3)c2C)cc1OC (stereo not given) | 2% | 17% | -3% | 0 | -7% | -6 | 129%[activator] | 0.3 | -11
CCOC(=O)N1CCN(C2CC(=O)N(c3ccc(Oc4ccccc4)cc3)C2=O)CC1 (stereo not given) | 0% | 4% | -12% | 53* | -2% | 15 | -4% | 4.7 | .
CC1CCCC(NC(=O)CSc2nnnn2C)C1C (stereo not given) | 2% | -2% | 4% | 7 | -2% | 8 | 4% | -0.6 | .
CC(=O)Nc1ccc(N2C(=O)CSC2c2ccc([N+](=O)[O-])cc2)cc1 (stereo not given) | 5% | 22% | -12% | 8 | -7% | 12 | 5% | 0.5 | 0
O=C(NCc1ccccn1)c1cc(-c2ccc(Cl)cc2)nc2ccccc12 | 0% | 10% | 13% | 13 | -4% | 25 | -2% | -3.7 | -4
COc1cc([N+](=O)[O-])ccc1-c1ccc(/C=N/NC(N)=O)o1 | 17% | 5% | 44%[activator] | -1 | 2% | -5 | 35% | 6.6 | -6
Cc1ccc(-c2nc(CN(C)Cc3ccc4nccnc4c3)c(C)o2)s1 | 0% | 14% | 4% | -1 | -5% | -4 | 0% | 0.7 | 0
CC(CO)NCC12CC3CC(CC(C3)C1)C2 (stereo not given) | 9% | 6% | -5% | 15 | -6% | -2 | 18% | -1.1 | -5
CCOC(=O)C1CCCN(C(=S)Nc2ccc(OC)cc2)C1 (stereo not given) | -3% | -2% | -27% | 2 | 1% | 2 | 7% | 0.4 | 1
O=S(=O)(c1cccs1)N1CCN(c2ccccc2)CC1 | 9% | 26% | 6% | 2 | -8% | -17 | 13% | 0.5 | 7
O=C1N(CN2CCN(c3cccc(Cl)c3)CC2)c2ccccc2C12OCCCO2 | -5% | -1% | -4% | -30 | 0% | -83* | ? | -0.7 | .

Rewritten comma-delimited: part of the list above
canonical_smiles,WRN inhibitor,GLP-1R agonist,GLP1R cytotox,D3 ag,PLK1 PBD inh,D3 antag,GLP1R inv ag,IL2 activator,PI5P4Ka inh
O=C(Nc1ccc(Cl)cc1)c1cc2c(cc1O)[nH]c1ccccc12,-4%,-1%,?,26,-3%,4,?,-3.7,-1
COc1ccc([C@@H]2C[C@@H](c3ccccc3)Oc3cc(C)cc(C)c32)cc1,-1%,-6%,3%,-35,0%,6,?,-0.2,17

The list goes on.
SMILES | WRN inhibitor | GLP-1R agonist | GLP1R cytotox | D3 ag | PLK1 PBD inh | D3 antag | GLP1R inv ag | IL2 activator | PI5P4Ka inh
CCc1ccc(OCC(=O)N/N=C/c2cc([N+](=O)[O-])ccc2N2CCCCCC2)cc1 | 6% | 5% | 2% | 0 | 5% | -16 | -13% | 0.4 | 17
COC(=O)[C@@]12C[C@@H](CC(=O)NCCCN3CCCC3=O)C(=O)N(Cc3cccc4ccccc34)C1=CCC(C)(C)C2 | -3% | . | -5% | -5 | 1% | 4 | -24% | -0.2 | 5
Cc1cn(CC(=O)NCc2nc3ccccc3[nH]2)c(=O)[nH]c1=O | 0% | -2% | 4% | 7 | 1% | 19 | 25% | -0.9 | 0
O=C(NN=C1CCCCCC1)NC1CCCCC1 | 7% | 18% | 12% | -8 | -5% | -9 | ? | -3.3 | -2
Cc1cc(C)cc(CC(=O)N2CCC2(C)C(=O)NS(=O)(=O)c2ccc(Br)cc2)c1 (stereo not given) | 2% | -5% | 4% | 3 | 4% | 7 | -1% | 0.5 | -1
Cc1cc2nc(-c3cccc(NC(=O)c4ccc(Br)o4)c3)oc2cc1C | 1% | -2% | -10% | 20 | -4% | 25 | 3% | -0.4 | 5
CCOC(=O)c1cn(CC)c2cc(N3CCOCC3)c(F)cc2c1=O | -5% | 2% | -9% | 3 | 1% | 12 | 3% | 0.0 | 6
CC(=O)N1CC(c2ccccc2)C(c2ccc(Cl)cc2)=N1 (stereo not given) | 0% | 30% | -5% | -5 | -6% | -21 | ? | 2.9 | 2
CCSc1nnc(NC(=O)NC(CC)(C(F)(F)F)C(F)(F)F)s1 | -3% | -30%[inhibitor] | ? | 6 | -5% | 29 | 7.1µM* | -1.0 | -1
O=C(OCc1ccccc1)c1cnc(Cl)c(Cl)c1 | -27% | 6% | 5% | 2 | -6% | -8 | 9% | 0.2 | 2
COc1ccc(C2C(C#N)=C(/N=C/N3CCOCC3)OC3=C2C(=O)CC(C)(C)C3)cc1OC (stereo not given) | 8% | 2% | 7% | -8 | -6% | 8 | 0% | 0.6 | .
CC(Oc1cccc(Cl)c1)C(=O)NNC(=O)c1cccnc1 (stereo not given) | 3% | -1% | -8% | 10 | 5% | 8 | 3% | -1.1 | 9
Cc1ccc(F)c(C2=CC(=O)C[C@H](c3ccc(F)cc3)C2)c1 | -6% | 17% | -19% | 0 | -12% | 0 | ? | -2.4 | 7
CC1=C(c2ccccc2)[N+](=O)C2(CCCC2)N1[O-] | 8% | -10% | 17% | -1 | 0% | 4 | 0% | 0.2 | .
CC(=O)N1N=C(c2cccs2)CC1c1cc2cc(C)ccc2nc1Cl (stereo not given) | 4% | -3% | -3% | 5 | 3% | 15 | 3% | -0.4 | 5
Cc1cccc(NC(=O)c2ccccn2)c1C | 7% | -1% | -2% | -3 | -7% | -3 | -8% | -0.1 | .
Cc1cc(C)cc(N(CCC#N)C(=O)CSc2n[nH]c(N)n2)c1 | -12% | -4% | 7% | 2 | -12% | 5 | 1% | -0.6 | 1
CCOC(=O)N1C=CC=C[C@@H]2[C@@H](N3C(=O)c4ccccc4C3=O)C(=O)N21 | -11% | -1% | 3% | 13 | -3% | -9 | 9% | -2.5 | -4
CCOc1c(Br)cc(/C=C2\C(=O)N(CCC#N)N=C2C)cc1OC | -23%[11.6 µM] | -6% | -6% | -1 | 1.1µM* | -15 | -9% | -2.0 | 3
CC(=O)Nc1ccc(C(C#N)=Cc2ccc(N(C)CCC#N)cc2)cc1 | -9% | 18% | -9% | -7 | 6% | -13 | -6% | -3.2 | 1
Cc1sc2ncn(CC(=O)NCc3ccco3)c(=O)c2c1-c1ccccc1 | -26%[57.1 µM] | 4% | -4% | 0 | -14% | -5 | -18% | 0.6 | -20
Cc1cc(C(=O)OCC(=O)NC(C)C)c(C)o1 | 1% | -2% | -4% | 1 | 1% | 7 | 17% | -2.0 | 2
CCCCn1c(N)c(N(Cc2ccccc2OC)C(=O)c2cc(=O)[nH]c3ccccc23)c(=O)[nH]c1=O | -8% | 3% | 7% | -8 | -1% | -5 | -2% | -1.4 | -12
COc1ccccc1/C=N/NC(=O)c1ccc(C)nc1 | 1% | -1% | 4% | -3 | -13% | -17 | -4% | 0.7 | 2
CCN(CC(=O)NCc1cccs1)C(=O)/C=C/c1cccc(Br)c1 | -26% | 3% | -4% | 0 | -6% | 8 | ? | 3.2 | 4
COc1ccc(C)cc1NC(=O)c1ccc2c(SCC(=O)O)c3c(nc2c1)CCCC3 | -9% | 23%&1% | 0%&-11% | 3&6 | -25% | -10 | 41%&2%[activator] | 1.7 | -3
Cc1ccccc1NC(=O)C(=O)c1cn(C)c2ccccc12 | -18% | 0% | 6% | -11 | 6% | 1 | 12% | -2.0 | 0
S=C1Nc2cc(Cl)ccc2Sc2ccccc21 | 10% | 0% | -3% | 4 | -17% | 4 | 21% | -4.6 | -3
O=C(COC(=O)/C=C/c1ccccc1[N+](=O)[O-])Nc1ccc(S(=O)(=O)N2CCOCC2)cc1 | -14% | 11% | -7% | 0 | 5% | 18 | 16% | -0.3 | -4

Limited to WRN inhibitor (2 entries from above):
Compound,WRN inhibitor
Cc1ccc(F)c(C2=CC(=O)C[C@H](c3ccc(F)cc3)C2)c1,-6%
CCN(CC(=O)NCc1cccs1)C(=O)/C=C/c1cccc(Br)c1,-26%
